# Screening results as filed in PubChem BioAssay.
# APE1 inh: blocks human APE1 abasic DNA cleavage; 0.35% of 350,000 active; P27695; recombinant APE1, TAMRA/BHQ-2 abasic DNA cleavage fluorescence; Potency, µM (series often up to 65.8 µM), for the others: at the top dose activity change, negative = inhibition, hits mostly inhibitors;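 note: potency is the fitted concentration of half-maximal effect; plate controls were vehicle for no effect and reference inhibitor for full effect; nearly all actives have a fitted effect of over 55% in size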
#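 Quantitative HTS: incision of a TAMRA/BHQ-2 double-stranded substrate bearing a tetrahydrofuran abasic site by 0.75 nM APE1 raises fluorescence. Substrate 50 nM final, added after 15 min compound preincubation at room temperature; progress as third-minus-first kinetic read difference.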
# Pol eta inh: inhibitors of human DNA polymerase eta; Q9Y253; recombinant Pol eta, fluorescent DNA replication assay; Potency, µM (series often up to 114 µM), without a hit: top-dose activity change, negative = inhibition, hits mostly inhibitors; 1.2% of 390,000 active; AID 588591; note: potency is the fitted concentration of half-maximal effect; % is set by controls: 0 for no effect and ±100 for the full control effect
# Target sequence (Q9Y253 whole entry, looked up): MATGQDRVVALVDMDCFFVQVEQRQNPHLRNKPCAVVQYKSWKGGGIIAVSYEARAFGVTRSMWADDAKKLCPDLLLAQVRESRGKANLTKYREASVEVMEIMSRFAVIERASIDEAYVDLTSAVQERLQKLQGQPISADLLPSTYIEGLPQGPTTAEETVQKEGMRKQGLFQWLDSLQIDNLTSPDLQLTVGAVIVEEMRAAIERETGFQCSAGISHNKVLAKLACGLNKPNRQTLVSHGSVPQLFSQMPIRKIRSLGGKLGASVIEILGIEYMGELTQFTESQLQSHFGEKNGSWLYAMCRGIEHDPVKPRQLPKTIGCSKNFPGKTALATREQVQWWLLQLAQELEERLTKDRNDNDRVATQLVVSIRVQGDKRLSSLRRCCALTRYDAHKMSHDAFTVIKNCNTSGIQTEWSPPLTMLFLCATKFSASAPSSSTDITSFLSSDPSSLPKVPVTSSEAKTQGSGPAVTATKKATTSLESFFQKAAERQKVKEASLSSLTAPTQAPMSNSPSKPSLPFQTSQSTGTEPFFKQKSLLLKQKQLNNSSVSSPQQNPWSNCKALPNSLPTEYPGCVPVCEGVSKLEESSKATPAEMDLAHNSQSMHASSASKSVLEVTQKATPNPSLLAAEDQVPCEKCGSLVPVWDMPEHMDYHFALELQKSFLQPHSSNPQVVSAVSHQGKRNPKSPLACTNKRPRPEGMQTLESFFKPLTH
#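 Pol eta (10 nM) was preincubated with compounds for 15 min at room temperature, after which fluorescent replication substrate (50 nM final) was added to start the reaction. Fluorescence was read kinetically at 0 and 10 min.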
# ERG Ets-DNA blk: inhibitors of human ERG Ets domain-DNA interaction; 0.028% of 370,000 active; Potency, µM (doses to about 76.9 µM), without a hit: at the highest dose FP activity, negative = inhibition, most hits filed as inhibitors; P11308; fluorescence polarization, His-ERG Ets domain / labelled DNA; active = well fitted inhibition curve with a large enough effect in the polarisation, with a control signal flat; inconclusive = small, poorly fitted or top-dose-only effect, or effect the other way, or a change in a side signal; inactive = no such curve, though single readings can be large or run the other way; the % refers to the polarisation;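 note: polarization taken with two DNA probes labelled with fluorescein and Texas red; potency is the fitted concentration of half-maximal effect; % of control where 0% means no effect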
#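 His-tagged ERG Ets domain (1 uM in the protein solution; 300mM KCl, 50mM Tris-HCl, 1mM EDTA, 1mM DTT, pH 7.5) received compound, then a probe mix of 5 nM fluorescein-DNA and 100nM Texas-615-DNA. Fluorescence polarization was read for both dyes.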
# LDHA block: blocks human lactate dehydrogenase A. P00338. 0.15% of 480,000 active. purified LDHA, NADH/diaphorase-resazurin fluorescence; hits give low values. activity change, % (values are at about 110 or 230 µM); in the data active = activity change below about -30%; inconclusive = mostly about -25% to -30%;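 note: plate controls were DMSO wells for no effect and wells without enzyme for full effect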
#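 LDH5 2 nM; NADH 0.06 mM, pyruvate 0.2 mM; 200 mM Tris pH 7.4, EDTA, Tween-20; 5 min RT. Detection: diaphorase 0.133 mg/mL + resazurin 37 µM, fluorescence ex540/em590 at 0 and 20 min; normalized to enzyme-free and DMSO wells.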
# POLK inh: DNA polymerase kappa (human) inhibition; AID 588579; Q9UBT6; Potency, µM (highest dose often 107 µM), for the others: at the highest dose activity, negative = inhibition, usual class: inhibitors; purified Pol kappa, fluorescent DNA synthesis assay, 10 min; 0.53% of 400,000 active; note: potency is the fitted concentration of half-maximal effect; % is set by controls: 0 for no effect and ±100 for the full control effect
#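 First, compounds were pin-transferred onto 10 nM Pol kappa. After 15 min at room temperature, substrate was added to 50 nM final. Fluorescence was then measured kinetically at 0 and 10 min.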
# Anesthetic bind: binds horse apoferritin like a general anesthetic; P02791; apoferritin/1-aminoanthracene competitive binding, fluorescence; Potency, µM (titrated, usually from 77.5 µM), inactives show at the top dose activity change, negative = displacement, hits mostly inhibitors; 0.074% of 350,000 active; AID 485281; note: potency is the fitted concentration of half-maximal effect; % is set by controls: 0 for no effect and ±100 for the full control effect; nearly all actives have a fitted effect of over 20% in size
# Target sequence (P02791 2-175 limits assumed): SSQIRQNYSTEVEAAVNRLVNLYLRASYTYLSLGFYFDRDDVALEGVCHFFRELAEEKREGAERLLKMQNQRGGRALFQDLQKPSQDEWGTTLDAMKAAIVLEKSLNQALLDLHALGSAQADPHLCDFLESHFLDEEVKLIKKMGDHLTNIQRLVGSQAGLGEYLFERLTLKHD
#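 10 uM apoferritin + 50% sat. 1-AMA, PBS; cpd 10 min RT; Ex380/Em535 endpoint; normalized to free probe vs complex; 4-param Hill fit; propofol titration as pos. ctrl.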
# RGS4 inhibitor: blocks human RGS4-accelerated GTP hydrolysis; P49798; Transcreener GDP fluorescence polarization, RGS4-accelerated GTP hydrolysis; Potency, µM (highest dose often 114 µM), for the others: at the highest dose activity change, negative = inhibition, most hits filed as inhibitors; 0.039% of 390,000 active; AID 504845; note: potency is the fitted concentration of half-maximal effect; % is set by controls: 0 for no effect and ±100 for the full control effect; nearly all actives have a fitted effect of over 75% in size; some results filed as inactive show a strong effect at the top dose
# Target sequence (P49798 whole entry, looked up): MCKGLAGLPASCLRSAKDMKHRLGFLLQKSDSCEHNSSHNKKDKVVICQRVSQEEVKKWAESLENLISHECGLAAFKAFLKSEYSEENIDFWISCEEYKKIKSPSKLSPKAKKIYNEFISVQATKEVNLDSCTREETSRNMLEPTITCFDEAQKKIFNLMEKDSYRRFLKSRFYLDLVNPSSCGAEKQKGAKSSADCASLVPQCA
#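 MLSMR compounds (23 nl, pin-transferred) preincubated 10 min at room temperature with a 500nM (2x) first reagent, then RGS4 at 900nM (2x) plus Transcreener GDP mix added; fluorescence polarization (620/688 nm) read before and after 90 min at 30 °C.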
# Pol beta inh: DNA polymerase beta (human) inhibition; Pol beta primer extension/strand displacement, fluorescence kinetic; Potency, µM (highest dose often 114 µM), for inactives: at the highest dose activity change, negative = inhibition, actives largely listed as inhibitors; 1.3% of 340,000 active; note: potency is the fitted concentration of half-maximal effect; % is set by controls: 0 for no effect and ±100 for the full control effect
#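 Kinetic readout of DNA synthesis with strand displacement by Pol beta. Compound and 10 nM enzyme sit 15 min at room temperature; 50 nM substrate starts the reaction, read immediately and at 10 min.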
# 12-LOX inh: ALOX12 (human) lipoxygenase inhibition; P18054; purified 12hLO, xylenol orange hydroperoxide absorbance; Potency, µM (top dose mostly 108 µM), without a hit: at the highest dose activity change, negative = inhibition, usual class: inhibitors; 1.1% of 580,000 active; note: potency is the fitted concentration of half-maximal effect; % is set by controls: 0 for no effect and ±100 for the full control effect
#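 Hydroperoxide product was detected by ferrous iron/xylenol orange as the 573 to 405 nm absorbance ratio. Arachidonic acid at 40 uM (final) was turned over for 30 min at room temperature by 150 nM human 12hLO, pH 7.0 Hepes buffer, after 15 min compound preincubation.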
# Numbers without * were called inactive; i = inactive; ? = inconclusive; · = not tested or not shown; & = joins results of further samples; [ ] = another dose, or the depositor's remark. Unless noted, calls come from the whole dose curve; as a rule, active = well fitted curve in the direction sought with a large enough effect; inconclusive = small, poorly fitted or top-dose-only effect, or another doubt; inactive = no such curve, though single readings can be large; an effect the other way counts as inactive or inconclusive. The list is partial; rates above refer to the full screens.
no.	SMILES	APE1 inh	Pol eta inh	ERG Ets-DNA blk	LDHA block	POLK inh	Anesthetic bind	RGS4 inhibitor	Pol beta inh	12-LOX inh
1	CCOC(=O)c1c(NC(=O)CSc2nnc(CNc3ccc(OC)cc3)n2C)sc(C)c1C	-4%	-8%	-9%	1	-8%	?	-45%	1%	0%
2	CC(=O)N/C(=N/c1nc(C)cc(C)n1)Nc1cc(C)cc(C)c1	22%	-17%	6%	-5	2%	4%	-17%	-1%	0%
3	COc1ccc(NC(=O)CCCn2c(=O)c3sccc3n(Cc3ccc(C)cc3C)c2=O)cc1	-3%	-14%	·	-1	-3%	-3%	-29%	?	-13%
4	COc1ccc(OC)c(C2C3=C(N=c4s/c(=C\c5cccc(O)c5)c(=O)n42)c2ccccc2CC3)c1 (centres undefined)	0%	-17%	2%	5	-16%	-12%	-51%	?	-27%
5	COc1cccc(CNC(=O)c2ccc(CS(=O)Cc3ccc(C)cc3)o2)c1 (centres undefined)	-14%	2%	-8%	-9	5%	-3%	5%	5%	2%
6	Cc1ccc(-n2c(=O)c3c4c(sc3n(CC(=O)Nc3cccc(Cl)c3)c2=O)CCCCC4)cc1C	·	-12%	9%	-8	-11%	1%	9%	25%	-15%
7	CCN(C(=O)CSc1nnc(-c2cccs2)o1)C1CCS(=O)(=O)C1 (centres undefined)	-3%	-21%	1%	-9	-9%	-6%	-2%	10%	-2%
8	COc1ccc(-c2cc(=O)[nH][nH]2)cc1OC	?	-17%	13%	11	-3%	-15%	10%	37%	-1%
9	O=C(Nc1cc(C(=O)N2CCOCC2)cc(C(=O)N2CCOCC2)c1)c1cc(F)c(F)cc1Cl	3%	3%	·	-6	1%	-3%	-15%	2%	-16%[57.4 µM]
10	O=C(NCc1ccccc1)N1CCN(c2ccc(Cl)c(Cl)c2)CC1	-3%	7%	11%	-1	-10%	-10%	-13%	28%	4%
11	Clc1cnc(N/N=C/c2ccco2)c(Cl)c1	-4%	-9%	-2%	-11	-7%	5%	-25%	3%	-7%
12	CCCC(C)C(=O)Nc1nc(C)c(-c2csc(Nc3cc(Cl)ccc3C)n2)s1 (centres undefined)	?	-7%	-5%	-2	-6%	?	-18%	9%	-27%
13	CC(=O)NNc1ncnc2ccccc12	15%	-6%	2%	-8	-17%	6%	-9%	19%	-2%
14	CCN(CC)Cc1c(C(=O)N/N=C/c2ccco2)nnn1-c1nonc1N	13%	5%	10%	3	-16%	-9%	-9%	3%	i
15	O=C(OCc1nc2ccc(Cl)cc2n1CCO)c1ccccc1C(=O)c1ccccc1	9%	-7%	7%	-1	-3%	-14%	0%	30%	-18%
16	Cn1cccc1Cc1nnc(SCC(=O)Nc2ccccc2F)n1-c1ccc(F)cc1	-2%	-12%	0%	-8	0%	3%	-1%	0%	212%[activator]
17	COc1ccc2c(c1)O[C@@]1(CCCC[C@@H]1C)CC2=O	44%	-12%	1%	-1	2%	·	2%	·	-16%
18	COc1ccc(CN2CCN(C(=O)c3ccccc3C(=O)c3ccccc3)CC2)cc1OC	·	-14%	27%	-7	-12%	·	4%	·	-12%
19	COc1ccc(CC(=O)N2CCC3(CC2)NCCc2[nH]cnc23)cc1	7%	-19%	16%	-6	-1%	2%	4%[11.4 µM]	34%	5%
20	Cc1ccc(COC(=O)CN2C(=O)NC3(CCCCC3C)C2=O)cc1 (centres undefined)	19%	-12%	11%	1	8%	·	-8%	·	-1%
21	Cn1cc(/C=C/C(=O)N2CCCC(C(=O)c3ccc(C(F)(F)F)cc3)C2)cn1 (centres undefined)	-8%	-10%	-1%	-9	-6%	-3%	2%	-23%	1%
22	CC1(C)OC(=O)C(=Cc2ccc(-c3ccc(Cl)c(C(=O)O)c3)o2)C(=O)O1	22µM*	10µM*	11%	8	40µM*	2%	?	?	-23%
23	COC(=O)c1ccc(C(=O)OC)c(NC(=O)COC(=O)CCOc2ccc(C)cc2)c1	-14%	-9%	13%	-7	-8%	·	-5%	·	-14%
24	COc1ccc(Cl)cc1NC(=S)NNC(=O)c1cccnc1	14%	-6%	-1%	-5	-10%	-1%	-4%	0%	-4%
25	COC(=O)[C@]1(C)N[C@H](CN(C)C(=O)Nc2ccccc2)[C@@H]2C(=O)N(Cc3ccccc3)C(=O)[C@@H]21	10%	-8%	2%	-3	-13%	·	15%	·	-12%

# Entries of single compounds, looked up by structure:
# COc1ccc(CN2CCN(C(=O)c3ccccc3C(=O)c3ccccc3)CC2)cc1OC in the list: APE1 inh: ·; Pol eta inh: -14%; ERG Ets-DNA blk: 27%; LDHA block: -7; POLK inh: -12%; Anesthetic bind: ·; RGS4 inhibitor: 4%; Pol beta inh: ·; 12-LOX inh: -12%
# O=C(Nc1cc(C(=O)N2CCOCC2)cc(C(=O)N2CCOCC2)c1)c1cc(F)c(F)cc1Cl in the list: APE1 inh: 3%; Pol eta inh: 3%; ERG Ets-DNA blk: ·; LDHA block: -6; POLK inh: 1%; Anesthetic bind: -3%; RGS4 inhibitor: -15%; Pol beta inh: 2%; 12-LOX inh: -16%[57.4 µM]

# Rewritten with values under each structure: part of the list above.
# Value order – APE1 inh, Pol eta inh, ERG Ets-DNA blk, LDHA block, POLK inh, Anesthetic bind, RGS4 inhibitor, Pol beta inh, 12-LOX inh
16. Cn1cccc1Cc1nnc(SCC(=O)Nc2ccccc2F)n1-c1ccc(F)cc1
→ -2%, -12%, 0%, -8, 0%, 3%, -1%, 0%, 212%[activator]
17. COc1ccc2c(c1)O[C@@]1(CCCC[C@@H]1C)CC2=O
→ 44%, -12%, 1%, -1, 2%, ·, 2%, ·, -16%

# An excerpt from above with just 12-LOX inh, RGS4 inhibitor and POLK inh.
cpd | molecule | 12-LOX inh | RGS4 inhibitor | POLK inh
25 | COC(=O)[C@]1(C)N[C@H](CN(C)C(=O)Nc2ccccc2)[C@@H]2C(=O)N(Cc3ccccc3)C(=O)[C@@H]21 | -12% | 15% | -13%
21 | Cn1cc(/C=C/C(=O)N2CCCC(C(=O)c3ccc(C(F)(F)F)cc3)C2)cn1 (centres undefined) | 1% | 2% | -6%

# Copied from the list:
# cpd 11 in LDHA block → -11
# cpd 1 in POLK inh → -8%

# More compounds follow.
no.	SMILES	APE1 inh	Pol eta inh	ERG Ets-DNA blk	LDHA block	POLK inh	Anesthetic bind	RGS4 inhibitor	Pol beta inh	12-LOX inh
26	COc1cc2c(cc1CN1CCN(C(=O)c3cc(OC)c(OC)c(OC)c3)CC1)OCO2	-2%	-7%	15%	-2	1%	-6%	-17%	-22%	?
27	CN1CCN(C(=O)/C(=C/c2cccs2)NC(=O)c2cccs2)CC1	-2%	-21%	1%	0	-2%	-4%	1%	-3%	-6%
28	C=CCn1c(C)cc(/C([O-])=C(/C(=S)Nc2ccc(OC(F)F)cc2)[n+]2ccc(N(C)C)cc2)c1C	18%	-22%	9%	8	-8%	?	-32%	46%[activator]	?
29	CCOC(=O)c1ccc(NC(=O)COc2coc(CN3CCc4ccccc43)cc2=O)cc1	-3%	?	?	0	-7%	·	-1%	·	-21%
30	CCN1C(=S)N[C@@H](CCc2ccccc2)[C@H](C(=O)OC)[C@H]1C	0%&15%	-1%	2%	-1	2%	-10%&-1%	8%	0%&33%	?
31	COCCNC(=O)C1CC(c2cccc(OC)c2)=NO1 (centres undefined)	-1%	-14%	-5%	-5	0%	-5%	-25%	50%	19%
32	CCN1CCN(CCCNC(=O)c2cc3c(s2)-c2ccccc2OC3)CC1	-4%	-8%&-13%	2%&-1%	0&-1	10%&5%	303%[activator]	-11%[56.9 µM]	?	-1%&-7%
33	CCCOc1ccccc1C1CC(=O)Nc2cc3c(cc21)OCO3 (centres undefined)	3%	-18%	-7%	0	-7%	-13%	7%	-16%	22%
34	Cc1ccc2oc(-c3ccccc3)nc2c1	2%	-12%	4%	0	8%	-13%	-5%	?	1%
35	CC(C)Oc1ccc(C(=O)N2CCC(c3nc4ccccc4s3)CC2)cc1	·	-29%	-2%	-3	-2%	2%	-12%	-18%	?
36	Cc1ccccc1C(=O)N1CCC(C(=O)NCc2ccc(Cl)cc2)CC1	-2%	0%	-2%	-5	6%	-4%	10%	28%	-1%
37	CCOC(=O)Cn1nc(C)c(NC(=O)COc2ccc([N+](=O)[O-])c(C)c2)c1C	-9%	-3%	1%	-5	-3%	-3%	6%	-1%	0%
38	COc1ccc(CCC(=O)NCCc2ccc(OC)c(OC)c2)cc1	69%[activator]	-24%	5%	-7	6%	0%	19%	3%	0%
39	CC1(C)C(=O)Nc2ccccc2N1C(=O)COc1cc(Cl)ccc1Cl	35%	0%	6%	1	2%	·	9%	·	2%
40	CC(C)OC(=O)CSc1nc2ccccc2s1	-1%	-10%	2%	-7	3%	-22%	7%[11.4 µM]	-10%	0%
41	COc1cccc(C2=NOC(C(=O)Nc3cc(C)on3)C2)c1OC (centres undefined)	2%	-6%	6%	-4	-2%	7%	-21%[56.9 µM]	-2%	-16%
42	COc1cc(OC)c(C2=NOC(C(=O)NCc3ccc4c(c3)OCO4)C2)cc1Cl (centres undefined)	-2%	-13%	·	-10	-6%	-1%	22%	3%	-32%
43	Cc1cccc(-n2nc3c(c2NC(=O)c2cc4ccccc4o2)CS(=O)(=O)C3)c1	-19%	-11%	4%	-1	-15%	-24%	-13%	2%	-23%
44	CCOc1cc(CN2CCN(c3cccc(C(F)(F)F)c3)CC2)ccc1O	7%	-20%	2%	-4	-7%	-11%	-10%	4%	-23%
